Screens (PubChem BioAssay)
GPR55 LPI antagonism – GPR55 antagonists blocking LPI-driven arrestin recruitment, primary screen, imaging, U2OS, beta-arrestin-GFP, LPI agonist (AID 2013) | G-protein coupled receptor 55 (Homo sapiens) | inhibition, % at 10 µM; hits with a dose series show IC50 in µM | U2OS GPR55 beta-arrestin-GFP translocation imaging, LPI antagonism; higher % means a stronger effect | actives 0.13% (n = 290,000);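 active = spots per cell inhibited over 60%, with over 100 cells counted and total cytoplasm intensity under 500,000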;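 also: U2OS cells stably carrying GPR55 and arrestin-GFP stimulated by 5 µM LPI near EC80; imaged beta-arrestin-GFP aggregate spots per cell after agonist stimulation; plate controls were LPI-stimulated DMSO wells for no effect and DMSO wells without LPI for full effect; some results filed as inactive read as strong as hits; confirmed hits need IC50 under 10 µM and bright autofluorescent wells are also inconclusive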
AID2073 – inhibitors of Mint1-CaV2.2 protein interaction, biochemical, HTRF (AID 2073); inhibition, % at 20 µM, or IC50 in µM where a hit was titrated; actives 0.19% (n = 290,000); Voltage-dependent N-type calcium channel subunit alpha-1B (Homo sapiens); HTRF protein-protein interaction, Mint1-CaV2.2; higher % means a stronger effect; in the data active = inhibition mostly above about 51%, no sharp cut-off; also: some results filed as inactive read as strong as hits
GPR35 antagonists – GPR35 antagonists blocking zaprinast-driven arrestin recruitment, primary screen, imaging, U2OS, beta-arrestin-GFP, zaprinast agonist (AID 2058); U2OS GPR35 beta-arrestin-GFP translocation imaging, zaprinast antagonism; higher % means a stronger effect; actives 0.052% (n = 290,000); one-dose inhibition, % at 10 µM; IC50 in µM for titrated hits;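 active = inhibition of at least 50% with at least 30 cells and total cytoplasm GFP at most 10,000,000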
GPR55 activation – GPR55 agonists via beta-arrestin recruitment, primary screen, imaging, U2OS cells, beta-arrestin-GFP redistribution (AID 1961). G-protein coupled receptor 55 (Homo sapiens). U2OS GPR55 beta-arrestin-GFP redistribution imaging; higher % means a stronger effect. activation, % at 10 µM; hits with a dose series show EC50 in µM. actives 0.048% (n = 290,000);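 active = activation above 40% with more than 50 cells counted in the well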;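 also: U2OS osteosarcoma cells stably expressing GPR55 and beta-arrestin-GFP; plate controls were DMSO negative control for no effect and LPI positive control for full effect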
NTR1 ag – agonists of NTR1, primary screen, imaging, U2OS cells, beta-arrestin-GFP, high content (AID 493036). Neurotensin receptor type 1 (Homo sapiens), P30989. NTR1-U2OS beta-arrestin-GFP spot imaging, agonist mode. activation, % at 20 µM. actives 0.17% (n = 330,000);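 active = activation at or above 40% of the spot to cytoplasm intensity ratio, with at least 20 cells analyzed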;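 also: 0% = DMSO without peptide and 100% = 100 nM NTR1 peptide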
Target sequence (P30989 whole entry, looked up): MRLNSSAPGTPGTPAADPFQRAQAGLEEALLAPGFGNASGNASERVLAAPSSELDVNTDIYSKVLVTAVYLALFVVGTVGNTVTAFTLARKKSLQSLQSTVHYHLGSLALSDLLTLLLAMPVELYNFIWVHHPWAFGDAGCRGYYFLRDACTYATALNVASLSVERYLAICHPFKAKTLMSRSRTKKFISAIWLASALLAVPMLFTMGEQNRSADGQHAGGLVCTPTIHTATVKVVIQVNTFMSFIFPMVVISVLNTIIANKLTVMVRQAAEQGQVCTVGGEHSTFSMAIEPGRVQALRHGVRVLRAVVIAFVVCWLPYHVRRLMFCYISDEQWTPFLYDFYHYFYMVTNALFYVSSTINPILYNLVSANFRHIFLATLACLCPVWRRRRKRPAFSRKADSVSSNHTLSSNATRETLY
SIAH1 antagonists – Siah-1 peptide-binding antagonists, primary screen, biochemical, fluorescence polarization, rhodamine-plectin, uHTS (AID 1817). Siah-1 / rhodamine-plectin peptide fluorescence polarization; higher % means a stronger effect. one-dose displacement, % at 20 µM; IC50 in µM for titrated hits. actives 0.02% (n = 290,000);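 active = displacement of at least 50% at 20 µM, with a fluorescence ratio check between 0.3 and a set limit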;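 also: plate controls were Siah plus tracer with DMSO for no effect and tracer alone without Siah for full effect; strong numbers were not always called active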
UTI89 phage lysis – inhibition of K1F phage lysis, E. coli UTI89, bacterial capsule biogenesis inhibitors, alamar blue (AID 488966). E. coli UTI89 K1F phage lysis, alamar blue, 2 h; higher % means a stronger effect. inhibition, % at 100 µM, or IC50 in µM where a hit was titrated. actives 0.02% (n = 340,000);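 active = phage lysis inhibition, versus mean bacterial control, above a set limit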;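 also: capsule biogenesis inhibitors block K1F phage lysis so surviving cells raise fluorescence; higher fluorescence means more inhibition of phage lysis; actives were called in the ten point dose series up to 300 µM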
HIV fusion peptide – inhibitors of HIV fusion peptide binding, primary screen, biochemical, uHTS, fluorescence dequenching (AID 1986) | actives 0.3% (n = 290,000) | inhibition, % at 20 µM, or IC50 in µM where a hit was titrated | cell-free peptide binding, fluorescence dequenching, 30 min; higher % means a stronger effect; in the data active = inhibition mostly above about 52%, no sharp cut-off; inactive = mostly below about 76%; also: some results filed as inactive read as strong as hits
NS5 inhibitors – Dengue-2 NS5 methyltransferase inhibitors, primary screen, biochemical, confirmation dose response (AID 588689); Genome polyprotein (Dengue virus type 2 (strain 16681-PDK53)); Dengue-2 NS5 methyltransferase capping enzyme assay, biochemical; higher % means a stronger effect; one-dose inhibition, % at 25 µM; IC50 in µM for titrated hits; actives 0.3% (n = 340,000); in the data active = a potency from the dose series
NTR1 ag cell count 20 µM – recorded beside NTR1 ag, whose call it bears; cell count; measured here: cell count, cytotoxicity flag
NS5 inhibitors pilot replicate – further read-out of NS5 inhibitors, marked with its call; inhibition, %; measured here: pilot screen replicate inhibition
Starred values were filed as active, the others as inactive; · = no result given; [ ] = another dose, or the depositor's remark.

SMILES	GPR55 LPI antagonism	AID2073	GPR35 antagonists	GPR55 activation	NTR1 ag	NTR1 ag cell count 20 µM	SIAH1 antagonists	UTI89 phage lysis	HIV fusion peptide	NS5 inhibitors	others
Cc1oc2ccc(OC(=O)N3CCOCC3)cc2c1C(=O)OC(C)C	-10%	11%	25%	-0.2%	0.0	82	1%	0.3%	0.5%	-2%
CN(C)S(=O)(=O)c1cc(NC(=O)COC(=O)Cc2ccc(Br)cc2)ccc1Cl	4%	-3%	-7%	-0.1%	-1.2	82	1%	-0.2%	2.0%	-5%
O=C(CSc1nnc(-c2ccccc2)n1-c1ccccc1)c1ccc[nH]1	-1%	8%	-4%	-0.2%	2.4	54	-1%	1.7%	1.9%	-1%
CCO[C@@H]1OC(C(=O)Nc2ccccc2)=C[C@H](c2ccc3c(c2)OCO3)[C@H]1CCCO	13%	9%	-11%	-0.2%	2.3	51	6%	-0.5%	-0.7%	-2%
CC(=O)N(c1cccc(C(F)(F)F)c1)c1nc(/C=C/C(=O)O)cs1	4%	11%	22%	-0.1%	-0.1	48	3%	0.0%	-1.5%	1%
CCC(C(=O)Nc1ccc2c(c1)OCCO2)n1c(=O)[nH]c2ccccc2c1=O (configuration not stated)	11%	22%	6%	0.2%	-0.9	71	-5%	-0.2%	-0.5%	-7%
Cc1ccc(OCc2ccccc2C)c([N+](=O)[O-])n1	3%	7%	10%	0.0%	0.7	60	-4%	0.1%	-0.3%	-5%
Cc1nn(CCO)c2ncc(C(=O)c3cc(F)ccc3O)cc12	-5%	22%	7%	-0.1%	1.4	50	-4%	0.1%	-2.5%	-13%
CCN(CC(=O)Nc1cc(OC)ccc1OC)Cc1nc2ccccc2c(=O)[nH]1	-10%	3%	-3%	0.2%	0.6	51	8%	0.2%	-1.0%	-1%
O=C(N/N=C\c1ccccc1F)c1ccc(-c2ccccc2)cc1	11%	8%	0%	-0.1%	0.7	66	-3%	0.2%	0.0%	-6%
Cc1cc(C)n2nc(C(=O)Nc3ccc(S(=O)(=O)N(C)C)cc3)nc2n1	-4%	2%	0%	-0.2%	-1.0	64	-1%	0.2%	-1.4%	-6%
O=C(O)CCN1C(=O)C2C3CC(C2C1=O)C1C(c2ccccc2)c2sc(=O)[nH]c2SC31 (configuration not stated)	1%	-13%	4%	-0.3%	1.6	92	-6%	0.4%	11%	14%
COc1ccc(N2C(=O)CSC2c2cccs2)cc1 (configuration not stated)	-5%	-4%	2%	-0.2%	0.5	51	7%	0.8%[50 µM]	0.3%	-3%
COc1cc(OC)cc(C(=O)OCn2nnc3ccccc3c2=O)c1	10%	-4%	2%	-0.1%	0.9	83	0%	-1.4%	-1.1%	-6%
Cc1ccc(C(C)NC(=O)C2CCCC2)cc1C (configuration not stated)	-1%	-6%	7%	-0.1%	-1.3	58	0%	0.3%	-0.5%	0%
O=C(COc1ccccc1)N1CCN(c2ncccn2)CC1	7%	1%	-1%	0.2%	-0.2	44	-8%	0.0%	-0.3%	-2%
Cc1cc(NC(=O)CSc2ccc3ccccc3c2)no1	-6%	-11%	13%	-0.1%	2.0	41	-8%	1.2%	4.8%	-4%
O=C(NN=C1CCCC1)c1ccc([N+](=O)[O-])cc1	21%	45%	4%	-0.2%	1.6	40	4%	-0.3%	-2.9%	-8%
O=C(NCc1ccco1)C(c1ccncc1)N(C(=O)Cn1nnc2ccccc21)c1ccccc1 (configuration not stated)	-7%	14%	-4%	-0.2%	-0.7	52	-4%	0.0%	1.9%	-13%
CC(=O)n1c(-c2ccccc2)c(CO)c2ccccc21	5%	13%	18%	-0.3%	2.1	94	-7%	-0.1%	0.0%	-6%
O=C(NC1CC1)C1CCN(C2CCN(C(=O)CCOc3ccccc3)CC2)CC1	2%	4%	7%	0.1%	-0.7	90	-1%	0.2%	-0.5%	-1%
NC(=O)N[C@@H](Cc1c[nH]c2ccccc12)C(=O)OCC(=O)N1CCCCC1	4%	4%	10%	-0.3%	0.4	52	9%	-1.1%	0.2%	-2%
O=C(NCCN1CCOCC1)c1ccc2c(c1)N(Cc1ccc(Cl)cc1)C(=O)CS2	-13%	-4%	-15%	-0.2%	-1.0	42	0%	0.3%	1.2%	-2%
N/C(=N\OC(=O)CCC1CCCC1)c1ccc(Br)cc1	9%	4%	-8%	0.0%	2.4	47	-3%	-0.1%	-0.1%	-5%
COc1ccc(NC(=O)NC(C(F)(F)F)C(F)(F)F)cc1	12%	-3%	-3%	0.2%	-0.6	65	3%	0.5%	-0.7%	-13%
SMILES	GPR55 LPI antagonism	AID2073	GPR35 antagonists	GPR55 activation	NTR1 ag	NTR1 ag cell count 20 µM	SIAH1 antagonists	UTI89 phage lysis	HIV fusion peptide	NS5 inhibitors	others
O=C(CSc1ccc2nnc(-c3ccccn3)n2n1)NCC1CCCO1 (configuration not stated)	1%	10%	-2%	0.3%	-0.5	90	-1%	0.1%	-1.9%	0%
CCOC(=O)c1ccc(Oc2cn[nH]c2-c2ccc(OCC(=O)NN)cc2O)cc1	-1%	2%	1%	0.3%	4.5	90	13%	0.1%	-4.5%	-9%
CC1(C)COC(c2cccc(C3=NC(C)(C)CO3)n2)=N1	-2%	2%	0%	0.2%	4.7	86	3%	1.5%[50 µM]	2.7%	-6%
CCOC(=O)CN(C(=O)CSc1nnc2c(n1)[nH]c1ccc(OC)cc12)c1ccc(F)cc1	1%	43%	5%	-0.2%	-1.1	87	-1%	-0.6%	0.5%	-4%	NS5 inhibitors pilot replicate=-0.9
CC(=O)Nc1ccc(N2C(=O)CC(Sc3nccc(C)n3)C2=O)cc1 (configuration not stated)	10%	-1%	10%	0.3%	-0.6	73	-3%	-0.2%	1.7%	-6%	NS5 inhibitors pilot replicate=-1.8
Cc1nnc(NC(=O)CCNC(=O)c2ccccc2Cl)s1	-2%	-1%	-1%	-0.3%	0.5	81	0%	-0.7%	-0.9%	1%
Cc1ccc(NC(=O)Cn2nc([N+](=O)[O-])c(Br)c2C)cc1C	·	21%	0%	-0.1%	-0.6	45	7%	-0.1%[50 µM]	-0.2%	3%
C=CCOc1ccc(/C=N\NC(N)=S)cc1	2%	9%	-10%	0.0%	-1.1	93	-1%	-0.3%	1.7%	-12%
COc1ccc(Cl)cc1-n1c(N)c(C(N)=O)sc1=S	4%	-37%	14%	0.0%	0.9	62	-4%	1.4%	1.9%	8%
COc1ccc(S(=O)(=O)CC(O)CN2CCCC2=O)cc1 (configuration not stated)	8%	-5%	8%	-0.1%	1.0	90	-2%	0.2%	0.7%	0%
CCn1c(SCC(=O)N/N=C/C=C\c2ccccc2[N+](=O)[O-])nnc1-c1ccccc1	16%	-4%	6%	0.2%	0.0	110	1%	-0.1%	0.2%	1%	NS5 inhibitors pilot replicate=0.1
CCC(CC)C(=O)Nc1nnc(CCc2ccccc2)s1	-1%	4%	-4%	0.0%	0.2	58	11%	0.7%	1.8%	-5%
O=C(c1ccc(F)cc1)C1CCN(C(=O)c2ccccc2)CC1	-8%	5%	11%	0.2%	-0.1	58	5%	0.8%	0.0%	-3%
COc1cc(C(=O)Nc2ccc(NC(=O)C(C)C)nc2)cc(OC)c1OC	2%	8%	-2%	-0.1%	0.5	67	3%	-0.8%	4.9%	1%
CCCCN(CCCC)S(=O)(=O)c1ccc(SCC(=O)OCC)c([N+](=O)[O-])c1	10%	14%	-10%	0.0%	0.6	55	4%	3.0%	-0.2%	1%
Cc1ccc(SCCC(=O)N/N=C/c2cccnc2)cc1	16%	-2%	-16%	0.1%	0.7	49	3%	0.2%	-0.9%	-9%
CCn1ncc(/C=C/C(=O)Nc2c(C)nn(Cc3ccc(Cl)cc3Cl)c2C)c1C	-17%	-4%	-3%	0.2%	0.3	50	2%	3.8%	-4.6%	-6%
Cc1c(C(=O)N2CCOCC2)sc(NC(=O)c2ccc([N+](=O)[O-])cc2)c1C#N	-4%	19%	3%	-0.1%	-0.7	45	4%	0.5%	-0.4%	4%
Cc1cccc(C)c1NC(=O)CN(c1ccccn1)S(=O)(=O)c1ccc(F)cc1	9%	4%	-8%	-0.5%	-0.9	81	6%	0.2%	-1.4%	0%
COc1cc(/C=N/NC(=O)c2ccncc2)ccc1OC(=O)c1ccccc1Cl	8%	9%	3%	0.3%	3.8	84	5%	-0.7%	0.8%	·
COc1ccccc1-c1c(C)oc2c(CN3CCCC(C)C3)c(O)ccc2c1=O (configuration not stated)	6%	43%	-13%	0.5%	-0.7	100	-2%	1.0%	0.4%	3%
CCCOC(=O)CCc1n[nH]c(=O)[nH]c1=O	1%	-4%	0%	-0.6%	0.5	56	-2%	0.2%	2.2%	6%
CC1=CS(=O)(=O)CC1Sc1nc2ccccc2[nH]1 (configuration not stated)	2%	0%	8%	0.1%	0.1	48	8%	4.8%	4.3%	0%

Fetched by structure from the entries so far, 4 records:
SMILES	GPR55 LPI antagonism	AID2073	GPR35 antagonists	GPR55 activation	NTR1 ag	NTR1 ag cell count 20 µM	SIAH1 antagonists	UTI89 phage lysis	HIV fusion peptide	NS5 inhibitors	others
CCn1ncc(/C=C/C(=O)Nc2c(C)nn(Cc3ccc(Cl)cc3Cl)c2C)c1C	-17%	-4%	-3%	0.2%	0.3	50	2%	3.8%	-4.6%	-6%
COc1ccc(S(=O)(=O)CC(O)CN2CCCC2=O)cc1 (configuration not stated)	8%	-5%	8%	-0.1%	1.0	90	-2%	0.2%	0.7%	0%
Cc1ccc(SCCC(=O)N/N=C/c2cccnc2)cc1	16%	-2%	-16%	0.1%	0.7	49	3%	0.2%	-0.9%	-9%
Cc1c(C(=O)N2CCOCC2)sc(NC(=O)c2ccc([N+](=O)[O-])cc2)c1C#N	-4%	19%	3%	-0.1%	-0.7	45	4%	0.5%	-0.4%	4%

Entries listed so far containing a COOH group, in the order listed:
SMILES	GPR55 LPI antagonism	AID2073	GPR35 antagonists	GPR55 activation	NTR1 ag	NTR1 ag cell count 20 µM	SIAH1 antagonists	UTI89 phage lysis	HIV fusion peptide	NS5 inhibitors	others
CC(=O)N(c1cccc(C(F)(F)F)c1)c1nc(/C=C/C(=O)O)cs1	4%	11%	22%	-0.1%	-0.1	48	3%	0.0%	-1.5%	1%
O=C(O)CCN1C(=O)C2C3CC(C2C1=O)C1C(c2ccccc2)c2sc(=O)[nH]c2SC31 (configuration not stated)	1%	-13%	4%	-0.3%	1.6	92	-6%	0.4%	11%	14%
